# Assay outcomes as filed in PubChem.
# CHRM5 PAM: potentiates acetylcholine response at human M5 receptor; AID 624038; P08912; 360,000 compounds, 0.3% hits; CHO-K1 hM5, Fluo-8 calcium, ACh EC20 PAM; 0% = ACh EC20, 100% = ACh EC100; activation, % at 3 µM;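 active = activation above the run cutoff, the mean activation of all test compounds plus 3 SD, cut at about 18% in these data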
# Target sequence (P08912 whole entry, looked up): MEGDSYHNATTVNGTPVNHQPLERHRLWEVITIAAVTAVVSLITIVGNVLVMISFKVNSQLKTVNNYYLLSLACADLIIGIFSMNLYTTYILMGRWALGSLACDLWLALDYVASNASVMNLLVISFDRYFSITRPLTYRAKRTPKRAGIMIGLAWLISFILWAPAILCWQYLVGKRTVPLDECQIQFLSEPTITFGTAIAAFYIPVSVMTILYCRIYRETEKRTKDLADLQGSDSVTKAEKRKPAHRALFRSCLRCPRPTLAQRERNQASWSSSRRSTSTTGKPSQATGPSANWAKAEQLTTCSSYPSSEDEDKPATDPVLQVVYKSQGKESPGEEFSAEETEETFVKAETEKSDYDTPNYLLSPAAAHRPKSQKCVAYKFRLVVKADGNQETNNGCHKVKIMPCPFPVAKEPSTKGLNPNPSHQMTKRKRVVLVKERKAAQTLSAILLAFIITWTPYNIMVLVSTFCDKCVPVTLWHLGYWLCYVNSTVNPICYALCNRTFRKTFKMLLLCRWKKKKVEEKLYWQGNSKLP
#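 Assay system – human M5 receptor in CHO-K1 cells · Read-out – % activation, ACh-normalized · Technique – Fluo-8 calcium fluorescence · Dosing – single-point, 3 µM nominal · Incubation – Fluo-8 loading 80 min at 37 °C plus 30 min room temperature · Repeats – singlicate, one well per test compound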
# M4 ag: agonists of human muscarinic M4 receptor (CHRM4); P08173; CHO-K1 hM4/Gqi5, Fluo-8 calcium fluorescence; vehicle 0%, full acetylcholine response 100%; activation, % at 3 µM; 360,000 compounds, 0.14% hits; AID 624127;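 active = activation above the run mean over all test wells plus 3 SD, cut at about 32% in these data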;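 note: peak over basal fluorescence ratio per well then scaled between controls; 0% = DMSO wells and 100% = acetylcholine at EC100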
# Target sequence (P08173 whole entry, looked up): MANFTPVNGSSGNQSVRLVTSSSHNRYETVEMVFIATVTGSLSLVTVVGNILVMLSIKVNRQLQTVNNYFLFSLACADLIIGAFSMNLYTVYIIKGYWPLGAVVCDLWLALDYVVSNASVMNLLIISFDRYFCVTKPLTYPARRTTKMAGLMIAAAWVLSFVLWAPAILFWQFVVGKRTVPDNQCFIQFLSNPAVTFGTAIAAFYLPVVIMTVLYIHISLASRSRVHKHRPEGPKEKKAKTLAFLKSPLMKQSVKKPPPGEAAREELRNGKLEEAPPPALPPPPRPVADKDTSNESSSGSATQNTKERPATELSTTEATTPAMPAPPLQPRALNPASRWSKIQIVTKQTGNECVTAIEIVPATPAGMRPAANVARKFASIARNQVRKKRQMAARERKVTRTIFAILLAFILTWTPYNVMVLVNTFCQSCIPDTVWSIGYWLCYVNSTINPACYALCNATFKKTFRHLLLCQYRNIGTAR
# M4 antag: antagonists of human muscarinic M4 receptor (CHRM4); P08173; CHO-hM4 cells, ACh EC80, Fluo-8 calcium fluorescence; inhibition, % at 3 µM; 360,000 compounds, 0.73% hits;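 active = inhibition above its plate's cutoff, the mean inhibition of sample wells plus 3 SD, cut at about 27% in these data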;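 note: 0% = acetylcholine EC80 with DMSO and 100% = DMSO without agonist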
# CHO-K1 Ca antag: M1 antagonist counterscreen hit in parental CHO-K1 cells; inhibition, % at 3 µM; AID 602250; ATP-induced calcium, Fluo-8 fluorescence; 360,000 compounds, 0.6% hits;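 active = inhibition above a per-plate cutoff, the plate's mean sample inhibition plus 3 SD, cut at about 24% in these data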;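 note: 0% = DMSO plus EC80 ATP and 100% = DMSO alone without ATP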
# M4 PAM: CHRM4 positive allosteric modulation. CHO-K1 hM4/Gqi5, Fluo-8 calcium fluorescence, ACh EC20; 0% = ACh EC20, 100% = maximal ACh. AID 624126. 360,000 compounds, 0.4% hits. activation, % at 3 µM;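 active = activation above its plate's cutoff, the mean activation of sample wells plus 3 SD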; note: some results filed as inactive read as strong as hits
# CHO-K1 Ca ag: nonselective activator or artifact in parental CHO-K1 cells; Fluo-8 calcium fluorescence; scaled to maximal ATP response, vehicle zero; activation, % at 3 µM; 360,000 compounds, 0.48% hits; AID 602248; in the data active = activation above about 15%;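 note: untransfected CHO-K1 host cells lacking M1 receptor as counterscreen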
# CHO-K1 Ca PAM: counter-screen for M1 PAMs: effect in parental CHO-K1 cells | AID 602247 | activation, % at 3 µM | 360,000 compounds, 0.02% hits | ATP EC20, Fluo-8 calcium fluorescence; 0% at ATP EC20, 100% at ATP max;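 active = activation above the run cutoff, the mean activation of all test compounds plus 3 SD, cut at about 40% in these data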;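 note: peak over basal fluorescence ratio in a 140 s read after ATP addition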
# M5 ag: agonists of human muscarinic M5 receptor (CHRM5). P08912. CHO-K1 hM5 cells, Fluo-8 calcium fluorescence; 0% DMSO wells, 100% maximal acetylcholine response. activation, % at 3 µM. 360,000 compounds, 0.19% hits;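 active = activation above the run's mean over test compounds plus 3 SD, cut at about 23% in these data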;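 note: signal is peak over basal fluorescence ratio across the kinetic read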
# M5 antag: CHRM5 antagonism in calcium assay. 360,000 compounds, 0.59% hits. P08912. inhibition, % at 3 µM. AID 624040. CHO-hM5 cells, Fluo-8 calcium fluorescence, ACh EC80;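 active = inhibition above a per-plate cutoff, the mean of that plate's test compounds plus 3 SD, cut at about 27% in these data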;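 note: 0% = acetylcholine EC80 with DMSO and 100% = DMSO without agonist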
# Numbers without * were called inactive.
# Results follow in this order: CHRM5 PAM, M4 ag, M4 antag, CHO-K1 Ca antag, M4 PAM, CHO-K1 Ca ag, CHO-K1 Ca PAM, M5 ag, M5 antag
- Cc1ccc(O)c(C(=O)c2cnc3c(c2)COc2ccccc2-3)c1
    -4, 1, -2, -7, -8, 0.1, 16, -8, -6
- Cc1cc(=O)[nH]c(-c2ccccc2)n1
    7, 0, 0, -4, 4, 0.7, 17, 0, -9
- O=C1NC2c3ccccc3C(=O)N2c2c1cnn2-c1ccccc1 (centres undefined)
    3, 2, -4, -2, 18*, -0.2, -6, -1, -5
- CC(C)Oc1cccc(C(=O)NC(=S)NCc2cccnc2)c1
    6, 0, -2, -5, 10, 1.1, 20, 2, -4
- O=c1[nH]c2ccccc2[nH]c1=O
    5, 1, 9, -18, 9, 0.5, -1, 2, -3
- CCC(/C=C1\Oc2ccc(OC)cc2N1C)=C\c1sc2ccccc2[n+]1CCCS(=O)(=O)[O-]
    -6, 0, 9, -10, -1, 0.3, 15, 5, 5
- c1ccc(-c2nnc3ccc(N4CCC5(CC4)OCCO5)nn23)cc1
    2, 3, -2, -11, 6, 1.6, 24, 1, -7
- CCCC(c1nnnn1Cc1ccccc1)N1CCC(C(N)=O)CC1 (centres undefined)
    5, 1, -6, -12, 5, -0.1, 10, -6, -11
- CC1CCC(NC(=O)CCn2ccc3cc(S(=O)(=O)N4CCCC4)ccc32)CC1 (centres undefined)
    1, 2, -2, 3, -2, 0.6, -8, -5, 2
- O=C(N[C@@H](Cc1ccc(O)cc1)C(=O)O)c1ccc(C(F)(F)F)cc1
    6, 1, -8, -2, 5, 2.1, 6, 2, 1

# The list goes on, overlapping the part above by three compounds.
# Results follow in this order: CHRM5 PAM, M4 ag, M4 antag, CHO-K1 Ca antag, M4 PAM, CHO-K1 Ca ag, CHO-K1 Ca PAM, M5 ag, M5 antag
- CCCC(c1nnnn1Cc1ccccc1)N1CCC(C(N)=O)CC1 (centres undefined)
    5, 1, -6, -12, 5, -0.1, 10, -6, -11
- CC1CCC(NC(=O)CCn2ccc3cc(S(=O)(=O)N4CCCC4)ccc32)CC1 (centres undefined)
    1, 2, -2, 3, -2, 0.6, -8, -5, 2
- O=C(N[C@@H](Cc1ccc(O)cc1)C(=O)O)c1ccc(C(F)(F)F)cc1
    6, 1, -8, -2, 5, 2.1, 6, 2, 1
- Cc1ccccc1NC(=O)N(CCc1nc2ccccc2[nH]1)Cc1ccccc1
    0, 3, -6, -7, 13, 1.9, 6, -4, -1
- CC(C)OCCCNc1ncnc2c1nc1n2CCCC1
    -6, 1, -18, 0, 0, 1.9, -10, -3, 3
- CC(=O)NC(Cc1ccccc1)C(=O)NC1CCN(C(=O)NC2CCCCC2)CC1 (centres undefined)
    -4, 0, -4, -29, 9, 0.7, 8, 3, 3
- C#CCOCCOCCOCCNc1nc(N2CCN(C(=O)[C@H]([C@@H](C)CC)n3cc(CCCN=C(N)N)nn3)CC2)nc(N2CCN(C(=O)[C@H](CCCCN)n3cc(CCCC)nn3)CC2)n1
    6, 0, 10, -12, 2, 0.8, 18, -9, 1
- Cc1ccc(C)c(NC(=S)N2CCCCCC2)c1
    6, 0, 0, -12, -1, 2.1, 20, -8, -1
- O=C(NCCCCc1ccccc1)C1CC(c2cccc([N+](=O)[O-])c2)=NO1 (centres undefined)
    -6, 10, -6, -13, -4, 6.5, 20, 1, 7
- COCCOC(=O)c1c(C)n(C)c2ccc(OC(=O)c3ccccc3F)cc12
    -7, 12, -2, -2, -7, 3.8, 0, 2, 16
- CCOC(=O)c1cnc2c(cnn2C)c1NCCC#N
    -5, 0, 14, -5, -1, 0.3, 5, 0, 9
- Cc1[nH][nH]c(=O)c1C(c1ccccc1[N+](=O)[O-])C(C#N)C#N (centres undefined)
    1, 1, 6, 2, -4, 0.8, 18, -2, -4
- O=C(c1cc2c(=O)n3ccccc3nc2s1)N1CCN(c2cccc(Cl)c2)CC1
    -5, 4, 2, -11, -4, 0.5, -4, -1, 11
- O=C(COC(=O)COc1ccc2c(c1)CCC2)Nc1ccccc1C(F)(F)F
    0, 4, -13, -1, 16, 1.7, 2, -1, 6
- CC(C)(O)P(C)(=O)c1ccccc1 (centres undefined)
    3, 0, 4, 2, 7, 0.3, 4, -1, -3
- Cc1cc(C)nc(-n2nc(C)cc2NC(=O)CNC2CCCCC2)n1
    -5, -1, 5, 19, 12, 0.0, -9, 0, 6
- CCOC(=O)c1cccnc1SCC(=O)NC(C)CC (centres undefined)
    -9, 0, 6, -21, 3, 1.0, 6, -1, 6
- Cc1cccnc1NC(=O)CNC(=O)COc1ccccc1
    0, 0, 2, 1, -3, 1.2, 6, 1, 5
- O=C(Cc1nn[nH]n1)NCCC1=CCCCC1
    4, 0, -9, 0, 12, 0.2, 8, -4, -1
- Cc1cccc(NS(=O)(=O)c2cc(C(=O)NCCC3=CCCCC3)ccc2Cl)c1
    -11, 7, 1, -9, -3, 3.2, 6, -3, 9
- Cc1ccccc1OCC(=O)Nc1ccncc1
    -6, 9, -3, 7, -5, 7.6, -3, 0, 10
- Cn1cccc1C(=O)OCC(=O)c1ccc(Br)s1
    -6, 0, 10, -8, -3, -0.5, 11, -6, 6
- O=C1CCC(=O)N1CN(Cc1ccco1)CN1C(=O)CCC1=O
    -5, 0, -4, 10, 8, -0.3, -6, -3, 1

# Six entries drawn at random from the list so far, as already listed:
# Results follow in this order: CHRM5 PAM, M4 ag, M4 antag, CHO-K1 Ca antag, M4 PAM, CHO-K1 Ca ag, CHO-K1 Ca PAM, M5 ag, M5 antag
- CCOC(=O)c1cccnc1SCC(=O)NC(C)CC (centres undefined)
    -9, 0, 6, -21, 3, 1.0, 6, -1, 6
- Cc1cccc(NS(=O)(=O)c2cc(C(=O)NCCC3=CCCCC3)ccc2Cl)c1
    -11, 7, 1, -9, -3, 3.2, 6, -3, 9
- CC(C)(O)P(C)(=O)c1ccccc1 (centres undefined)
    3, 0, 4, 2, 7, 0.3, 4, -1, -3
- Cc1cc(C)nc(-n2nc(C)cc2NC(=O)CNC2CCCCC2)n1
    -5, -1, 5, 19, 12, 0.0, -9, 0, 6
- O=C1CCC(=O)N1CN(Cc1ccco1)CN1C(=O)CCC1=O
    -5, 0, -4, 10, 8, -0.3, -6, -3, 1
- Cc1ccccc1OCC(=O)Nc1ccncc1
    -6, 9, -3, 7, -5, 7.6, -3, 0, 10

# Next section.
# Results follow in this order: CHRM5 PAM, M4 ag, M4 antag, CHO-K1 Ca antag, M4 PAM, CHO-K1 Ca ag, CHO-K1 Ca PAM, M5 ag, M5 antag
- CN(Cc1ccccc1)C(=O)CCNS(=O)(=O)c1ccc2c(c1)oc(=O)n2C
    -8, 1, 1, 4, -4, 1.3, 0, 0, 2
- Cc1ccc(S(=O)(=O)NC2CCCCC2)cc1C(=O)N1CCC(C(N)=O)CC1
    -7, 0, 7, -15, -2, 0.8, 22, 1, 6
- N#CCC(=O)Nc1ccc(C(=O)N2CCN(c3ccccn3)CC2)cc1
    4, 2, -1, -14, -2, 0.3, 2, -1, -1
- COc1ccc(OC(=O)Cc2cccc3ccccc23)cc1
    -4, -2, 0, -6, -4, 0.0, 8, -2, 11
- COc1ccc(OC)c(C2C3=C(CCCC3=O)Nc3nnnn32)c1 (centres undefined)
    -1, 0, -1, -3, 2, -0.2, 8, 0, 4
- COc1ccc(C(C)(O)c2nc(-c3ccc(F)c(Cl)c3)cs2)cc1 (centres undefined)
    2, 2, -4, -3, -2, 1.1, 15, 0, -7
- CC1(C)CC(CCN)(Cc2ccccc2Cl)CCO1 (centres undefined)
    -1, 1, 1, -12, -2, 0.4, 12, -1, 7
- COc1ccc(NC(=S)NC(C)c2ccncc2)cc1OC (centres undefined)
    6, 2, 2, -11, -5, 0.0, 17, 5, 4
- O=C(CSc1nnnn1C1CCCC1)Nc1ccccc1N1CCOCC1
    10, 4, -9, -13, 10, 1.2, 9, -1, -4
- O=C(Nc1cccc2ccccc12)C(=O)C1C(=O)Nc2ccccc21 (centres undefined)
    5, 2, 2, -15, 3, 0.1, 22, 5, -1
- CCc1nnc(NC(=O)CSc2nnc(-c3ccc(S(=O)(=O)N4CCCC4)cc3)n2CC)s1
    1, 0, 1, -7, 4, 0.2, 17, -2, 3
- OCC[C@@H]1C[C@H](O)[C@@H](O)[C@@]2(CCc3ccccc3CO2)O1
    -9, 1, -7, 14, 7, -0.8, -15, 1, 1
- N#CCC(=O)Nc1cc(C(F)(F)F)ccc1N1CCOCC1
    -2, 0, -4, 0, 11, 0.7, -2, -2, 8
- CCOC(=O)N1CCN(C(=O)COC(=O)CSc2ccc([N+](=O)[O-])cc2)CC1
    0, 0, -2, -1, -3, 1.4, -14, 4, -1
- Cc1ccc2nc(NCCCO)[nH]c2c1
    -6, 0, -1, -21, 3, 0.3, 5, 1, -2
- CCOc1ccc2[nH]c(=O)c(CN(Cc3nnnn3Cc3ccccc3)CC3CCCO3)cc2c1 (centres undefined)
    -3, 6, -9, -20, -6, 2.8, 5, 1, -1
- O=C(O)c1ccc(-c2nnc(-c3ccccc3)o2)cc1
    0, 1, 6, 9, 0, 0.4, -23, -4, 12
- CCCCN1C[C@H](C)[C@@H](CC(=O)Nc2ccccc2)C1=O
    -2, 1, -4, -9, 1, 0.0, 13, 1, 4
- CC(C)(C)N(Cc1ccccc1)C(=O)COC(=O)c1ccccc1SCC(=O)N1CCCC1
    -19, 13, -12, -6, -9, 5.2, 9, 10, 9
- COc1cccc(CNC(=O)C(c2ccc(Cl)cc2)C(C)C)c1 (centres undefined)
    2, 1, -2, -8, 0, 0.4, 19, -2, -6
- CCn1ccnc1CN1CCC(n2nccc2NC(=O)c2ccccc2OC)CC1
    -1, 8, -1, 6, -1, 2.2, -7, -2, 2
- COc1cc(NC(=O)c2ccc(-c3cn[nH]c3)c3ccoc23)cc(OC)c1OC
    -3, 11, 4, -2, -3, 3.1, 9, 3, 8
- CCc1nc2ccc(C(=O)NCc3ccccc3)cc2nc1CC
    -2, 3, -6, -5, -6, 0.9, 10, -1, -7
- S=c1[nH]nc(-c2ccc3ccccc3n2)o1
    10, 1, -6, -4, 6, 0.1, 7, 0, -7
- O=C(NCc1ccco1)c1ccccc1-c1nc(-c2ccc(F)cc2)no1
    0, 9, 2, -6, -19, 3.8, 13, -2, 18
- O=C(O)CCC(=O)Nc1ccc(Cc2ccc(NC(=O)CCC(=O)O)c(O)c2)cc1O
    -3, 0, 15, -5, -4, 0.2, 12, -1, 3
- COc1ccccc1N1CCN(C(=O)c2cc(-c3cccs3)on2)CC1
    -4, 0, -2, -6, 9, 0.6, 7, -2, 10
- O=C1CCCCC(=O)[C@H](OC(=O)c2ccccc2)C[C@H](c2ccccc2)O1
    -6, 2, -21, -12, 9, 0.0, 22, 1, 9
- O=C(Nc1ccccc1)c1cccc(N2C(=O)CCC2=O)c1
    -1, 1, 12, -1, -1, 0.2, 16, 1, 0
- COC(=O)NNC(=O)c1ccccc1C
    0, 0, 6, -19, -2, 0.7, 10, 2, -1
